Screens: PubChem, Milwaukee Institute for Drug Discovery
Cy5 interf NS3h: Cy5 fluorescence interference, HCV helicase counter-screen | Cy5-dT15 DNA with NS3h; actives lie on both sides; signal over control mean, under 1 quenches | fluorescence interference ratio at 100 µM | hit rate 6% among 16,000;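 active = compound fluorescence over control fluorescence at most 0.8, a quencher, or at least a set upper limit, an enhancer; inactive = ratio between 0.8 and the set upper limit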
NS3h inh CB: hepatitis C NS3 helicase inhibition, primary screen; hit rate 1.6% among 16,000; NS3h Cy5-dT15 DNA binding, fluorescence polarization; inhibition, % at 100 µM; AID 687043;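 active = inhibition above the average over every tested compound plus 3 SD, cut at about 40% in these data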
* = called active by the depositor; & = joins results of further samples.

Screens in order: NS3h inh CB, Cy5 interf NS3h
1	COc1ccc(N(CC(=O)Nc2ccccc2)S(C)(=O)=O)cc1Cl
    10.0, 1.02
2	COc1ccc(C2CC(c3ccc(C)cc3)=NN2C(C)=O)cc1 (centres undefined)
    9.2, 1.02
3	COC(=O)c1cc(C(=O)N2CCCC2)cc([N+](=O)[O-])c1
    5.4, 1.05
4	CC(C)C(=O)NS(=O)(=O)c1ccc(NS(C)(=O)=O)cc1
    -3.0, 1.05
5	C/C(=N\O)C(O)C12CC3CC(CC(C3)C1)C2 (centres undefined)
    -12.6, 0.984
6	O=C(/C=C/c1ccccc1Cl)NCc1ccccn1
    1.3, 1.07
7	O=C1C2C3C=CC(C3)C2C(=O)N1/N=C\c1cc(Br)c(O)cc1O (centres undefined)
    -8.2, 1.01
8	Cc1ccc(C)c(OCC(=O)N/N=C\C=N/NC(=O)COc2cc(C)ccc2C)c1
    4.0, 1.02
9	COc1ccc(N(CC(=O)Nc2ccccc2Br)S(C)(=O)=O)cc1
    17.6, 1.3*
10	CC(=O)Oc1ccc(-c2cccc(C(=O)NCc3ccccc3)c2)cc1
    28.7, 0.809
11	COc1ccc(OC)c(NC(=O)c2cc(Cl)c(OC)c(Cl)c2)c1
    -4.1, 0.99
12	CC(C)c1ccc(C(=O)Nc2cc(Cl)cc(Cl)c2)cc1
    6.9, 0.943
13	COc1ccc(-c2cc(-c3ccccc3O)[nH]n2)cc1OC
    5.0, 1.01
14	CCN(CC)c1ccc(NC(=O)/C(=C\c2ccccc2)NC(C)=O)cc1
    56.6*, 1.28*
15	O=C(N/N=C\c1cc(Cl)ccc1O)/C(=C\c1ccc2c(c1)OCO2)NC(=O)c1ccccc1
    9.9, 1.05
16	COc1ccc(/C=C2\SC(=S)N(CCCC(=O)Nc3ncc(Cc4cccc([N+](=O)[O-])c4)s3)C2=O)cc1OC
    0.7, 1.01
17	Cc1cccc(-c2nc3cc(NC(=O)Cc4ccccc4)ccc3o2)c1
    1.6, 1.09
18	CC(=O)Nc1ccc(S(=O)(=O)N/N=C\c2ccco2)cc1
    -2.7, 1.05
19	Cc1ccc(N(C(=O)C(Cl)(Cl)Cl)C2C=CS(=O)(=O)C2)cc1 (centres undefined)
    -0.9, 1.07
20	O=C1Nc2ccc(Br)cc2/C1=C/c1ccc2ccccc2n1
    -6.1, 1.02
21	Cc1ccccc1OCCn1cc(/C=C2/SC(=S)N(C)C2=O)c2ccccc21
    1.3, 0.973
22	CCCCP(=O)(CCCC)COc1ccc(Br)cc1
    -9.4, 0.915
23	CC(=O)Nc1ccc(NC(=O)c2ccc(Cl)c(Cl)c2)cc1
    17.2, 1.24*
24	COc1ccc(-c2noc(-c3ccc(C(C)(C)C)cc3)n2)cc1OC
    22.4, 0.949
25	COc1cccc(OCCOc2ccc(/C=C3/SC(=S)NC3=O)cc2)c1
    34.0, 0.982
26	CC(NC(=O)CSCc1cccc(Br)c1)c1ccccc1 (centres undefined)
    13.7, 0.869
27	Cc1cc(C)nc(NS(=O)(=O)c2ccc(NC(=O)c3cc(Cl)cc(Cl)c3)cc2)n1
    6.8, 1.07
28	Brc1ccc(C=Nc2ccc(Oc3ccccc3)cc2)s1
    15.5, 0.936
29	NC(=NS(=O)(=O)c1ccccc1)c1ccccc1
    5.7&-6.5, 0.908&0.983
30	COc1ccc(C(=O)N/C(=C\c2ccccc2)C(=O)NCCCN(C)C)cc1
    7.6, 0.85
31	Cc1ccc(Oc2nc(-c3ccncc3)nc3ccccc23)cc1
    -1.8, 1.05
32	CC(=O)c1c(C)oc2ccc(NS(=O)(=O)c3ccccc3C)cc12
    13.9, 1.04
33	Cc1cc(=O)n2[nH]c(-c3cccc(F)c3)cc2n1
    -8.2, 1.14
34	COc1ccc(CCNC(=O)C2CC(=O)N(c3ccc(Br)cc3)C2)cc1OC (centres undefined)
    3.2, 1.04
35	Cc1ccc2nsnc2c1NC(=O)C(c1ccccc1)c1ccccc1
    5.3, 1.09
36	COc1ccc(S(=O)(=O)Nc2ccc(NS(=O)(=O)c3ccc(OC)cc3)c3ccccc23)cc1
    7.1, 1
37	COc1cc(-c2noc(-c3ccc([N+](=O)[O-])cc3)n2)cc(OC)c1OC
    1.3, 0.946
38	Cc1cc(OCC(=O)Nc2ccccc2[N+](=O)[O-])cc(C)c1Cl
    16.8, 0.732*
39	COC(=O)CCC(=O)Nc1ccc(C)cc1C
    2.9, 1.05
40	CCOC(=O)C(C(=O)OCC)C1OC(=O)c2cc3c(cc21)C(=O)OC3C(C(=O)OCC)C(=O)OCC (centres undefined)
    1.3, 1.1
41	Oc1ccccc1C(=S)N1N=C(c2ccccc2)CC1(O)C(F)(F)F (centres undefined)
    9.1, 0.931
42	O=C(/C=C/c1ccc(F)cc1)Nc1cccc(Br)c1
    20.3, 1.01
43	Cc1ccc(C(=O)N/C(=C\c2ccco2)C(=O)Nc2ccccc2C)cc1
    7.9, 1.01
44	Cc1ccc2oc(-c3cccc(NC(=S)NC(=O)c4ccco4)c3C)nc2c1
    -29.7, 1.03
45	COC(=O)C1=C(C)NC(=S)NC1c1cccs1 (centres undefined)
    6.3, 1.05
46	CCOC(=O)CSc1nnc(-c2ccc(Cl)cc2)n1-c1ccccc1
    1.4, 1.03
47	CC(=O)C(C(C)=O)c1cc(NS(=O)(=O)c2ccc(C)cc2)c2ccccc2c1O
    5.8, 0.998
48	COc1ccc(OC)c(/C=C2/C(=O)N(c3ccc([N+](=O)[O-])cc3)N=C2c2ccccc2)c1
    13.5, 1.04
49	CCc1ccc(C(=O)/C=C/c2cn(-c3ccccc3)nc2-c2ccccc2)cc1
    9.6, 1.08
50	Cc1cc(C)n(-c2nc(N(c3ccccc3)c3ccccc3)nc(-n3nc(C)cc3C)n2)n1
    34.1, 0.967

(more compounds)
Screens in order: NS3h inh CB, Cy5 interf NS3h
51	O=Cc1ccc(OC(=O)c2sc3ccccc3c2Cl)cc1
    4.5, 1.02
52	S=C(Nc1ccccc1)Nc1ccc(-c2ccc(NC(=S)Nc3ccccc3)cc2)cc1
    6.6, 0.999
53	O=C1CC(N2CCN(Cc3ccccc3)CC2)C(=O)N1c1ccc(Cl)c(Cl)c1 (centres undefined)
    6.2, 0.903
54	CC1=NN(c2ccc(S(N)(=O)=O)cc2)C(=O)/C1=C\c1ccc(OCc2ccccc2)cc1
    7.9, 0.99
55	O=C1c2ccc(-c3nc4ccccc4c(=O)o3)cc2C(=O)N1c1c[nH]c(=O)[nH]c1=O
    41.3*, 0.997
56	COc1ccc(Br)cc1/C=C/C(=O)Nc1c(C)cccc1C
    7.1, 0.996
57	COC(=O)c1ccccc1-c1ccc(/C=C2\C(=O)NN(c3ccccc3)C2=O)o1
    12.4, 0.81
58	CC1CCN(C(=O)CN(c2cccc([N+](=O)[O-])c2)S(=O)(=O)c2ccccc2)CC1
    10.0, 1
59	COc1ccc2nc(NC(=O)c3ccc(OC)c(Br)c3)sc2c1
    12.7, 1.1
60	Cc1ccc(Cl)cc1N(Cc1ccc(C(N)=O)cc1)S(=O)(=O)c1ccccc1
    7.3, 1.04

Brought forward from above: 5 entries, then new ones.
Screens in order: NS3h inh CB, Cy5 interf NS3h
56	COc1ccc(Br)cc1/C=C/C(=O)Nc1c(C)cccc1C
    7.1, 0.996
57	COC(=O)c1ccccc1-c1ccc(/C=C2\C(=O)NN(c3ccccc3)C2=O)o1
    12.4, 0.81
58	CC1CCN(C(=O)CN(c2cccc([N+](=O)[O-])c2)S(=O)(=O)c2ccccc2)CC1
    10.0, 1
59	COc1ccc2nc(NC(=O)c3ccc(OC)c(Br)c3)sc2c1
    12.7, 1.1
60	Cc1ccc(Cl)cc1N(Cc1ccc(C(N)=O)cc1)S(=O)(=O)c1ccccc1
    7.3, 1.04
61	CC(Oc1ccccc1)C(=O)Nc1ccc(I)cc1 (centres undefined)
    16.2, 1.01
62	O=C(/C=C/c1cc2c(cc1Br)OCO2)c1cccc([N+](=O)[O-])c1
    2.3, 0.983
63	COc1ccccc1N1CCN(C(=O)c2cnn3c2NC(c2ccc(Br)cc2)CC3C(F)(F)F)CC1 (centres undefined)
    7.2, 0.986
64	Nc1ccc(Cl)c(-c2nc3ccccc3s2)c1
    13.4, 0.968
65	COC(=O)c1ccccc1NC(=S)NC(=O)c1ccco1
    -0.7, 1.03
66	O=C(NC(C(=O)c1ccccc1)N1CCOCC1)c1ccccc1 (centres undefined)
    -6.0, 1.1
67	COC(=O)C1=C(C)NC2=C(C(=O)c3ccccc32)C1c1ccc(OCc2ccc(Cl)cc2Cl)cc1 (centres undefined)
    1.3, 0.891
68	CCOc1ccc(S(=O)(=O)Nc2c(C)n(C)n(-c3ccccc3)c2=O)cc1
    6.1, 0.955
69	O=Cc1ccc(OCc2ccc(F)cc2)cc1
    15.0, 1.07
70	COc1cc(C=C2C(=O)NC(=O)NC2=O)ccc1OCCSc1ccc(C)cc1
    18.2, 1.03
71	O=C(CSc1n[nH]c(-c2ccccc2)n1)c1ccc(Br)cc1
    13.9, 0.973
72	CC(=O)NC(=O)c1ccccc1OCC(=O)c1ccc(Br)cc1
    -14.7, 0.928
73	CCC1=NN2C(=N)/C(=C/c3cccs3)C(=O)N=C2S1
    7.9, 1.04
74	COc1cc(NC(=O)c2ccc(Cl)cc2)c(Cl)cc1NC(=O)C(C)Oc1ccccc1 (centres undefined)
    12.8, 0.928
75	Cc1ccc(C)c(NC(=O)c2cc3ccccc3oc2=O)c1
    13.6, 1.11
76	Cc1cc(C)c(C#N)c(SCC(=O)c2ccc(O)c(O)c2)n1
    12.8, 0.926
77	CCOC(=O)c1c(NC(=O)c2ccc(OC)cc2)sc(C(=O)Nc2cc(C(F)(F)F)ccc2Cl)c1C
    4.2, 1.05
78	COc1cc(C(=S)N2CCOCC2)ccc1OC(C)=O
    8.2, 1.03
79	COc1c(Cl)cc(C(=O)Nc2ccc([N+](=O)[O-])cc2C)cc1Cl
    29.8, 1.04
80	COc1ccc(N(CC(=O)NCc2ccncc2)S(=O)(=O)c2ccc(OC)c(OC)c2)cc1
    0.0, 1.14
81	COC(=O)C1=C(C)NC(C)=C(C(=O)OC)C1C1CC=CCC1 (centres undefined)
    1.4, 0.953
82	Cc1ccc(C2C(C#N)=C(N)Oc3n[nH]c(C)c32)o1 (centres undefined)
    13.8, 1.01
83	COc1ccccc1OCCOc1ccc(C=O)cc1
    12.0, 0.913
84	CC(C)CN1C(=O)/C(=C/c2ccc([N+](=O)[O-])cc2)SC1=S
    13.3, 1.02
85	Cc1ccc(NC(=O)c2ccc(I)cc2)cc1C
    10.0, 1.14
86	Cc1cc(/C=C(\C#N)C(=O)Nc2ccc(F)cc2)c(C)n1-c1ccc(C(=O)O)cc1
    0.3, 0.951
87	O=C(NCc1ccc(F)cc1)c1ccccc1I
    9.6, 1
88	COc1ccc(CCNC(=O)C(=O)NCc2ccc(C)cc2)cc1OC
    3.8, 0.98
89	O=C(Cc1ccccc1)NC(c1ccco1)c1c(O)ccc2ccccc12 (centres undefined)
    5.0, 0.589*
90	N#Cc1c(N)nc2sc(C(=O)Nc3ccccc3)c(N)c2c1-c1ccco1
    65.7*, 1.21*
91	CCOC(=O)c1ccccc1NS(=O)(=O)c1ccc(OC)c(OC)c1
    16.1, 0.921
92	Cc1[nH]nc2c1C(c1cc(Br)cs1)C(C#N)=C(N)O2 (centres undefined)
    4.0, 1.24*
93	O=C1c2ccc([N+](=O)[O-])cc2C(=O)N1Cc1ccccc1
    11.4, 1.05
94	COc1ccc(Br)cc1C(=O)Nc1ccc(C)c(C)c1
    19.2, 0.998
95	Cc1cc(/C=c2\sc3nc4ccccc4n3c2=O)c(C)n1C
    2.5, 1.03
96	Cc1nn(-c2ccc(Cl)c(Cl)c2)c(C)c1-c1cccc([N+](=O)[O-])c1
    21.3, 0.692*
97	Cc1ccc2oc(-c3cccc(NC(=O)c4ccc(-c5ccc([N+](=O)[O-])cc5C)o4)c3C)nc2c1
    6.1, 1.06
98	COC(=O)c1cc(NC(=O)c2ccc(C)c([N+](=O)[O-])c2)cc(C(=O)OC)c1
    6.3, 1.07
99	O=C(COc1ccc(Cl)cc1)Nc1ccc(Cl)cc1
    10.7, 1.05
100	O=C(O)c1ccc(NC2=C(Cl)C(=O)N(c3cccc(Cl)c3)C2=O)cc1
    -3.4, 1.03
101	Cc1cccc(C(=O)Nc2sc3c(c2C(=O)N2CCN(C)CC2)CCCCC3)c1
    3.2, 1.08
102	COc1ccc(NC(=O)c2ccc(F)c3ccccc23)c(OC)c1
    13.4, 0.985
103	CCOc1ccc(NC(=O)CN(c2cccc(C(F)(F)F)c2)S(C)(=O)=O)cc1
    -2.2, 1.06
104	COc1ccc(NC(=O)c2cccc(C(F)(F)F)c2)c2ccccc12
    21.8, 1.06
105	O=C(Nc1ccc2oc(-c3ccc(F)cc3Cl)nc2c1)c1ccco1
    -16.1, 0.887
106	COc1cc(/C=c2\sc3nc4ccccc4n3c2=O)ccc1OC(=O)c1ccc(Cl)cc1
    1.6, 1.06
107	C=CC(=O)Oc1ccc(N2C(=O)C3CC=C(C)CC3C2=O)cc1 (centres undefined)
    7.4, 1.05
108	COc1ccc(N(CC(=O)Nc2ccc3ccccc3c2)S(=O)(=O)c2ccccc2)cc1
    2.5, 0.958
109	CC1=CC(C)(C)N(C(=O)CSc2nc3ccccc3s2)c2ccccc21
    -10.7, 0.948
110	O=C(CN1C(=O)/C(=C/c2cccc(Br)c2)SC1=S)Nc1ccccn1
    10.0, 0.974
111	Cc1ccc(N2CC(C(=O)NCC(C)O)CC2=O)cc1 (centres undefined)
    -5.5, 1.01
112	CC(C)(C)C(=O)Nc1ccccc1C(=O)Nc1ccccc1
    5.9, 0.987
113	O=C(O)CSc1nc2ccccc2c(=O)n1-c1ccccc1
    0.3, 0.998
